# PPARg SRC-3 ag: promotes SRC-3 coactivator recruitment by human PPARgamma; AID 731; activation, % at 8 µM; P37231; biochemical PPARgamma/SRC-3 coactivator recruitment assay; 200,000 tested, 0.26% active; in the data active = activation above about 23%;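 note: 0% = DMSO and 100% = reference agonist; some compounds past the cut are filed as inactive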
# STAT3 activator: activators of IL-6 induced STAT3 signaling; U3A cells, IL-6 STAT3-luciferase reporter, luminescence; 100% = signal with IL-6 EC80 alone; activation (% of control), % at 5.6 µM; 190,000 tested, 0.91% active; AID 871;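 active = activation above the screen-wide mean of compound activation plus 3 SD, cut at about 130% in these data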;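 note: 0% = background luminescence of wells with medium and substrate only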
#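 System – human U3A cells carrying STAT3-luciferase construct · Probe or stimulus – Interleukin-6, 33 ng/mL · Schedule – compound 1 h, then IL-6 6 h at 37 °C · Signal – luminescence from STAT3-driven luciferase reporter · Evaluation – percent of IL-6-only median luminescence · Benchmarks – IL-6-only high control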
# STAT1 blocker: inhibitors of IFN-gamma induced STAT1 signaling. inhibition, % at 5.5 µM. NIH 3T3 STAT1-luciferase reporter, luminescence. 200,000 tested, 0.35% active. AID 920;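 active = inhibition above a set limit, the mean inhibition across all tested compounds plus 3 SD, cut at about 34% in these data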;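 note: 0% = IFN-gamma with DMSO and 100% = IFN-gamma with 300 µM nifuroxazide; values of inactives mirror those of a sister screen read the other way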
# PPARg SRC-1 ag: agonists of human PPARgamma SRC-1 coactivator recruitment; PPARgamma-SRC-1 coactivator recruitment biochemical assay; activation, % at 8 µM; 200,000 tested, 0.41% active; AID 631; in the data active = activation above about 19%;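 note: 0% = DMSO and 100% = reference agonist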
# TR-FRET SRC-2 ct: TR-FRET artefact, counter-screen to PPARgamma/SRC-2 agonist assay | active compounds read high | TR-FRET ratio at 8 µM | 200,000 tested, 0.4% active | AID 1049; in the data active = TR-FRET ratio above about 2000; note: inactives centre near 1500
# PPARg SRC2 recr: agonists of SRC-2 recruitment by human PPARgamma. 200,000 tested, 0.34% active. activation, % at 8 µM. PPARgamma LBD-SRC-2 recruitment, biochemical; in the data active = activation above about 22%;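 note: 0% = vehicle and 100% = reference agonist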
# bIAP activator: intestinal alkaline phosphatase (bovine) activation; purified bovine IAP, CDP-star luminescence, 30 min; active compounds read high; fold of DMSO-control signal, blank-subtracted; activation factor at 20 µM; 200,000 tested, 0.17% active; AID 1016;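 active = activation factor of 2 or more at 20 µM, a signal rise over negative controls twice the positive control's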
# STAT3 inh: inhibitors of IL-6 induced STAT3 signaling | U3A cells, IL-6 STAT3-luciferase reporter, luminescence; host cell line lacks STAT1 | 190,000 tested, 0.89% active | inhibition, % at 5.5 µM;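 active = inhibition above the mean inhibition across all screened compounds plus 3 SD, cut at about 44% in these data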;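 note: 0% = DMSO only wells and 100% = 100 µM nifuroxazide control wells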
# ROMK primary: modulators of human ROMK potassium channel; 130,000 tested, 2% active; B-score at 10 µM; Tet-inducible ROMK, thallium flux fluorescence; actives lie on both sides; P48048;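 active = signal ratio slope over the read window, or its plate-corrected B-score, at least 3 SD from the plate mean, either direction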;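 note: B-score of the F/F0 ratio slope over 7 to 12 s after thallium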
# Target sequence (P48048 whole entry, looked up): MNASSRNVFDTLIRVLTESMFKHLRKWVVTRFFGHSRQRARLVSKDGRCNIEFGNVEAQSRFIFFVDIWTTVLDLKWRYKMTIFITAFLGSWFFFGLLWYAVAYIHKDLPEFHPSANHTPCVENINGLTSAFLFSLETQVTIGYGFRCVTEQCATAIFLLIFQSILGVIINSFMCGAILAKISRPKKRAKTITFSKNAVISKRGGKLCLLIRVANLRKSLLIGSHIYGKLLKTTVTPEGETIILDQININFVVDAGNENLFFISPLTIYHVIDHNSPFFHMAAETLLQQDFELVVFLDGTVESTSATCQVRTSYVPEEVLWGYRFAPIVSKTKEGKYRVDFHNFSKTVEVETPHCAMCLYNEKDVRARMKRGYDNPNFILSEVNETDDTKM
# TNAP act hiacc: increases human TNAP activity under high phosphate acceptor concentration. P05186. purified TNAP, CDP-star luminescence, 1 M DEA, 30 min; active compounds read high; 0 = EDTA background, 1 = DMSO-only activity. activation factor at 20 µM. 200,000 tested, under 10 active;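 active = activation factor at least 2 at 20 µM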
# Target sequence (P05186 whole entry, looked up): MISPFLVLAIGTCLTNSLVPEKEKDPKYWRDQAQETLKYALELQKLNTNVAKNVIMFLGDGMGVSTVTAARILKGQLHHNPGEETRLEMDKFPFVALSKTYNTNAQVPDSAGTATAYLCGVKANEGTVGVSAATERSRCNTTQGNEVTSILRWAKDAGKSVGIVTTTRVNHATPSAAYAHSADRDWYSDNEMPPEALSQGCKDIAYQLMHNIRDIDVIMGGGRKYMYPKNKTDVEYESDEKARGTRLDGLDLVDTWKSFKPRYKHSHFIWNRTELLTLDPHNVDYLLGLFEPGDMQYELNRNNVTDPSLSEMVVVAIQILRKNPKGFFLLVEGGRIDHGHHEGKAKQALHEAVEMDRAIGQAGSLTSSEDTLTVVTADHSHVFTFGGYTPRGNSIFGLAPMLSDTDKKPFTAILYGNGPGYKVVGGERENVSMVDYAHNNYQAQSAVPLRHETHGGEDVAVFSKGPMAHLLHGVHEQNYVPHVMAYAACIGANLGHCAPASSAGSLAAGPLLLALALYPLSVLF
#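 Control set: EDTA negative control, DMSO positive control / Assay system: human TNAP / Quantity: TNAP 1/800 final / Evaluation: TNAP activation factor scaled between EDTA and DMSO control wells / Measured by: luminescent substrate turnover signal / Compound dosing: one dose, 20 µM / Times: 30 min enzyme reaction at room temperature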
# bIAP inh: intestinal alkaline phosphatase (bovine) inhibition; inhibition, % at 20 µM; 190,000 tested, under 10 active; AID 1019; purified bovine IAP, CDP-star luminescence, 30 min;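 active = over 50% inhibition of intestinal alkaline phosphatase at 20 µM in the single-dose screen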
#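 System: purified bovine intestinal alkaline phosphatase (IAP) enzyme; Input: IAP diluted 1/65,000,000 in the well; Measured by: CDP-star luminescence signal; Compound dosing: 20 µM single dose; Incubation: 30 min reaction at room temperature.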
# Starred values were filed as active, the others as inactive; / = not tested or not shown.
nr	structure	bIAP inh	STAT3 inh	PPARg SRC-1 ag	TNAP act hiacc	TR-FRET SRC-2 ct	ROMK primary	STAT1 blocker	bIAP activator	STAT3 activator	PPARg SRC2 recr	PPARg SRC-3 ag
1	COc1ccc(-c2nnc(COc3ccc4ccccc4c3)o2)cc1OC	9	-5	-2	1	1572	-1.1	2	0.9	110	-2	-11
2	C/C(=N\NC(=S)NCc1ccccc1)c1ccc(Br)cc1	-24	6	0	1	1344	0.67	-5	1.2	99	2	1
3	CCO[C@@H]1OC(C(=O)N2CCN(Cc3ccccc3)CC2)=C[C@H](c2cn(C(C)=O)c3ccccc23)[C@H]1CCCO	-2	/	10	1.1	1581	/	0	1	/	7	-2
4	CCCCSc1nc(C)c(C(C)=O)cc1C#N	7	-26	7	1	1590	-0.089	-12	0.9	123	3	9
5	Cc1onc(-c2c(F)cccc2Cl)c1C(=O)NCC1COc2ccccc2O1 (centres undefined)	2	9	-6	1	1676	/	3	1	101	7	3
6	CCC(=O)Nc1ccc(C(=O)CSc2nc3ccccc3cc2CC)cc1	23	3	-6	1	1454	/	-1	0.8	100	4	-8
7	CCOc1ccc(C2CC(=O)NC3=C2C(=O)CCC3)cc1 (centres undefined)	3	3	5	1	1452	1.1	1	1	101	16	-5
8	COc1ccc(-n2c(SCC(=O)Nc3nccs3)nc3sc4c(c3c2=O)CCN(C)C4)cc1	-3	-1	10	1.1	1670	0.55	10	1	105	3	2
9	Cc1ccc(-n2nnnc2CN2CCCCC2)cc1	3	6	-1	1	1541	-0.75	5	1	100	10	-4
10	CCc1c(C(=O)Nc2nnc(C3CC3)s2)csc1C	28	-1	8	1	1586	/	-16	0.7	105	-3	5
11	O=C1CCCC2=C1C(c1ccco1)Nc1ccc3ccccc3c12 (centres undefined)	2	4	10	1	1536	0.83	1	1	99	1	7
12	CCN(CC)c1c([N+](=O)[O-])c(=O)sc2ccccc12	2	-14	4	1	1437	/	-6	1	114	-7	-2
13	COc1cccc(-c2nc(CS(=O)(=O)CC(=O)NCc3ccccc3)c(C)o2)c1	0	3	6	1	1591	/	2	1	98	5	0
14	Cc1ccsc1C1C(C(=O)O)c2ccccc2C(=O)N1C (centres undefined)	6	4	-3	1	1555	/	1	0.9	100	0	2
15	CN(C(=O)COC(=O)c1ccc(=O)n(Cc2ccccc2)n1)c1ccccc1	-5	7	7	1	1790	2.4	4	1	98	-3	0
16	CCOC(=O)c1c(-c2cccs2)csc1NC(=O)C(C)(C)C	0	-8	1	1.1	1490	/	-28	1	108	-1	4
17	O=C(CSc1nc2c(sc3ccccc32)c(=O)n1Cc1ccccc1)NCC1CCCO1 (centres undefined)	12	3	3	1	1573	-0.074	0	0.9	98	3	5
18	CCOC(=O)C1=NN(c2cccc(Cl)c2)C2=NC(C)=C(C(=O)OC)C(c3cccs3)N12 (centres undefined)	15	19	9	1	1618	-0.069	1	0.9	87	27*	5
19	CCc1ccc(NC(=O)C(C)Nc2ccc(S(=O)(=O)NC(C)=O)cc2)cc1 (centres undefined)	11	-8	1	1	1325	1.9	12	0.9	109	-7	-12
20	O=S(=O)(Nc1ccccc1)c1ccc(F)cc1	9	-4	-3	1	1422	0.51	2	0.9	109	1	-2
21	COc1ccc(C2OC(=O)Cc3cc(OC)c(OC)cc32)cc1 (centres undefined)	9	14	-2	1.1	1568	-2.5*	12	0.9	89	-7	-4
22	CCC(C)c1ccc(OCCn2cc(/C=N/NC(=O)CSc3nnc(C)s3)c3ccccc32)cc1 (centres undefined)	4	-8	5	1.1	1481	-0.81	-2	1	107	7	-4
23	C=C1C2(C(=O)Nc3ccc(SC(F)F)cc3)CCC(C2)C1(C)C (centres undefined)	15	7	5	1	1569	/	-4	0.9	99	7	0
24	O=S(=O)(c1ccc(NC2CCCc3ccccc32)nc1)N1CCOCC1 (centres undefined)	-12	-2	1	1.1	1457	-1.2	11	1.1	105	6	-4
25	Cc1noc(C)c1COc1ccc(C(=O)OCC(=O)N2c3ccccc3NC(=O)C2(C)C)cc1	0	8	1	1	1432	0.1	3	1	99	6	-10

# Some of the entries above in another layout.
(16) CCOC(=O)c1c(-c2cccs2)csc1NC(=O)C(C)(C)C
  bIAP inh = 0	STAT3 inh = -8	PPARg SRC-1 ag = 1	TNAP act hiacc = 1.1	TR-FRET SRC-2 ct = 1490	ROMK primary = /	STAT1 blocker = -28	bIAP activator = 1	STAT3 activator = 108	PPARg SRC2 recr = -1	PPARg SRC-3 ag = 4

(17) O=C(CSc1nc2c(sc3ccccc32)c(=O)n1Cc1ccccc1)NCC1CCCO1 (centres undefined)
  bIAP inh = 12	STAT3 inh = 3	PPARg SRC-1 ag = 3	TNAP act hiacc = 1	TR-FRET SRC-2 ct = 1573	ROMK primary = -0.074	STAT1 blocker = 0	bIAP activator = 0.9	STAT3 activator = 98	PPARg SRC2 recr = 3	PPARg SRC-3 ag = 5

# (continued)
nr	structure	bIAP inh	STAT3 inh	PPARg SRC-1 ag	TNAP act hiacc	TR-FRET SRC-2 ct	ROMK primary	STAT1 blocker	bIAP activator	STAT3 activator	PPARg SRC2 recr	PPARg SRC-3 ag
26	COc1cccc(CNC(=O)C2CCN(S(=O)(=O)c3ccc4c(c3)CCC(=O)N4)CC2)c1	2	1	2	1	1396	/	0	1	107	-6	-9
27	CCO[C@H]1OC(C(=O)N2CCOCC2)=C[C@@H](c2ccc(C(F)(F)F)cc2)[C@@H]1CCCO	2	/	9	1.1	1624	/	-2	1	/	5	1
28	CCc1ccccc1NC(=S)NNC(=O)c1ccccc1Cl	-34	11	3	1.1	1336	0.01	-9	1.3	98	0	3
29	O=C(COc1ccccc1)NNc1nc2c(F)cccc2s1	-2	-5	-9	1	1587	-0.0087	7	1	113	-3	2
30	COc1ccc(N(C(=O)/C=C/C(=O)Nc2cc(C)on2)C(C(=O)NC2CCCC2)c2ccccc2C)cc1 (centres undefined)	-26	-13	-14	1	1487	-6.4*	7	1.3	108	-6	-2
31	COc1ccc(S(=O)(=O)Cc2ccc(C(=O)N3CCN(C(=O)c4ccco4)CC3)o2)cc1	-1	12	10	1	1636	/	5	1	97	-4	6
32	COc1ccccc1C(c1nnnn1CS(=O)(=O)c1ccc(C)cc1)N1CCSCC1 (centres undefined)	4	7	3	1	1874	-3.3	-3	1	96	6	12
33	COc1cccc(NC(=O)C(Sc2nc3ccccc3c(=O)n2CC(C)C)c2ccccc2)c1 (centres undefined)	9	1	6	1	1521	/	-2	0.9	104	1	1
34	CC(C)Cc1nc(N2CCN(C(=O)C(C)C)CC2)c(C#N)c2c1CCC2	-10	9	-1	1	1431	-2.1	-2	1.1	94	-4	8
35	O=C(Cn1ncc2c3ccccc3n(Cc3ccccc3)c2c1=O)N1CCN(c2ncccn2)CC1	35	10	0	1	1401	-1.7	-2	0.6	96	0	2
36	CC(C)N(Cc1cnn(C)c1)Cc1nc(Cc2ccccc2Cl)no1	-11	4	4	1	1698	0.021	3	1.1	99	-3	5
37	c1ccc2c(c1)CC(N1CCCCC1)c1ccccc1N2 (centres undefined)	31	2	5	1.1	1670	-0.016	9	0.7	102	1	0
38	Cc1cc(C)n(C(=O)c2ccc(S(=O)(=O)NCC3CCCO3)cc2)n1 (centres undefined)	-2	-2	-4	1.1	1310	/	-2	1	104	9	6
39	CCCNC(=S)N1CCN(Cc2ccc3c(c2)OCO3)CC1	-7	10	4	1	1700	-0.52	5	1.1	93	5	5
40	O=C(OCn1ncc(Br)c(Br)c1=O)c1ccc(F)cc1	25	15	22*	1.1	2296*	-3.5*	18	0.7	91	37*	44*
41	COc1ccc(C(=O)CC(Nc2ccc([N+](=O)[O-])cc2)c2ccc(OC)cc2)cc1 (centres undefined)	32	-1	5	1	1505	/	-1	0.7	107	9	11
42	O=C(CCCOc1ccc(Cl)cc1Cl)NN1CCOCC1	0	1	-2	1.1	1512	-0.67	0	1	103	3	1
43	Cc1ccc(-c2nc3sc4c(N)ncnc4c3c3c2CCCC3)cc1	15	25	0	1.1	1565	0.32	-3	0.8	80	13	10
44	O=c1oc2ccccc2c(N2CCOCC2)c1[N+](=O)[O-]	-19	2	-4	1	1526	-0.46	-8	1.2	103	-11	-7
45	Cc1ccc(S(=O)(=O)NNC(=O)c2cc3cc4ccccc4nc3s2)cc1	-3	-9	1	1	1448	/	-11	1	112	-7	8
46	CCOc1ccc(NC(=O)CC2C(=O)N(c3ccc(OC)cc3)C(=S)N2Cc2ccccn2)cc1 (centres undefined)	0	2	1	1	1515	0.76	0	1	99	1	2
47	C/C(=N\NC(=O)c1cccc([N+](=O)[O-])c1)c1ccncc1	-7	-3	3	1.1	1458	-0.002	-5	1.1	113	-1	0
48	Cc1cccc(-n2cnc(C(=O)N/N=C/c3ccccc3)c2)n1	-2	12	1	1.1	1661	/	-11	1	91	6	-5
49	Cc1cc(OC(C)C)c2c(-c3ccccc3)cc(=O)oc2c1	14	0	12	1	1675	/	1	0.9	101	13	15
50	CCC(Sc1ncnc2c1nnn2-c1ccc(F)cc1)C(=O)OC (centres undefined)	9	4	-3	1	1348	-1.6	-19	0.9	97	-1	7
51	CCC(CC)c1nnc(NC(=O)CS(=O)(=O)Cc2ccccc2)s1	/	6	2	/	1430	/	-3	/	97	5	-1
52	CC1CCc2c(sc(NC(=O)c3ccccc3C(=O)O)c2C#N)C1 (centres undefined)	1	5	0	1	1700	/	-11	1	99	-1	2
53	O=C(COc1ccc(Cl)cc1Cl)N(c1ccccn1)C1CCCCC1	9	-6	4	1	1772	-0.0085	2	0.9	104	-1	-1

# 5 entries from above, arranged by SMILES length, smallest number first:
nr	structure	bIAP inh	STAT3 inh	PPARg SRC-1 ag	TNAP act hiacc	TR-FRET SRC-2 ct	ROMK primary	STAT1 blocker	bIAP activator	STAT3 activator	PPARg SRC2 recr	PPARg SRC-3 ag
4	CCCCSc1nc(C)c(C(C)=O)cc1C#N	7	-26	7	1	1590	-0.089	-12	0.9	123	3	9
14	Cc1ccsc1C1C(C(=O)O)c2ccccc2C(=O)N1C (centres undefined)	6	4	-3	1	1555	/	1	0.9	100	0	2
16	CCOC(=O)c1c(-c2cccs2)csc1NC(=O)C(C)(C)C	0	-8	1	1.1	1490	/	-28	1	108	-1	4
24	O=S(=O)(c1ccc(NC2CCCc3ccccc32)nc1)N1CCOCC1 (centres undefined)	-12	-2	1	1.1	1457	-1.2	11	1.1	105	6	-4
5	Cc1onc(-c2c(F)cccc2Cl)c1C(=O)NCC1COc2ccccc2O1 (centres undefined)	2	9	-6	1	1676	/	3	1	101	7	3

# PPARg SRC-3 ag: what is marked active above.
entry | Compound | bIAP inh | PPARg SRC-1 ag | TNAP act hiacc | ROMK primary | STAT1 blocker | bIAP activator | STAT3 activator | PPARg SRC2 recr | PPARg SRC-3 ag
40 | O=C(OCn1ncc(Br)c(Br)c1=O)c1ccc(F)cc1 | 25 | 22* | 1.1 | -3.5* | 18 | 0.7 | 91 | 37* | 44*

# Assay outcomes from PubChem.
